JMJD2A Tudor – qHTS Assay for Inhibitors of JMJD2A-Tudor Domain | Lysine-specific demethylase 4A (Homo sapiens), O75164 | AlphaScreen JMJD2A-Tudor / H3K4me3 peptide binding | Potency, µM (top dose mostly 114 µM), inactives show at the top dose activity change, negative = inhibition, most hits filed as inhibitors | 390,000 tested, 4.4% active | AID 504339, 2011; note: potency is the fitted concentration of half-maximal effect; % is set by controls: 0 for no effect and ±100 for the full control effect; nearly all actives have a fitted effect of over 50% in size
Pin1 inh – qHTS Assay to Find Inhibitors of Pin1; Peptidyl-prolyl cis-trans isomerase NIMA-interacting 1 (Homo sapiens), Q13526; Pin1 FP peptide displacement, HiFluor488, 10 min; Potency, µM (top dose mostly 115 µM), for the others: at the top dose activity, negative = inhibition, most hits filed as inhibitors; 390,000 tested, 0.009% active; active = well fitted inhibition curve with a large enough effect in the polarisation, with a control signal flat, not every such curve was filed as active; inconclusive = small, poorly fitted or top-dose-only effect, or effect the other way, or a change in a side signal; inactive = no such curve, though single readings can be large or run the other way; the % refers to the polarisation; note: potency is the fitted concentration of half-maximal effect; % is set by controls: 0 for no effect and ±100 for the full control effect
Target sequence (Q13526 whole entry, looked up): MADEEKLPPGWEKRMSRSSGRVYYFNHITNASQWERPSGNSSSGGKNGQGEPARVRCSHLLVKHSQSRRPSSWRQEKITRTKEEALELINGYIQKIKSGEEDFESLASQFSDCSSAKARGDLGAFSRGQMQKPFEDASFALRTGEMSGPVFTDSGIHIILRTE
ERG-DNA inh – qHTS for Small Molecule Inhibitors of the ERG Ets/DNA interaction | Transcriptional regulator ERG (Homo sapiens), P11308 | fluorescence polarization, His-ERG Ets domain / labelled DNA | Potency, µM (series often up to 76.9 µM), inactives show top-dose FP activity, negative = inhibition, actives largely listed as inhibitors | 370,000 tested, 0.028% active | AID 624246, 2012; active = well fitted inhibition curve with a large enough effect in the polarisation, with a control signal flat; inconclusive = small, poorly fitted or top-dose-only effect, or effect the other way, or a change in a side signal; inactive = no such curve, though single readings can be large or run the other way; the % refers to the polarisation;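 note: polarization taken with two DNA probes labelled with fluorescein and Texas red; potency is the fitted concentration of half-maximal effect; % of control where 0% means no effect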
Target sequence (P11308 whole entry, looked up, the tested form may be a part): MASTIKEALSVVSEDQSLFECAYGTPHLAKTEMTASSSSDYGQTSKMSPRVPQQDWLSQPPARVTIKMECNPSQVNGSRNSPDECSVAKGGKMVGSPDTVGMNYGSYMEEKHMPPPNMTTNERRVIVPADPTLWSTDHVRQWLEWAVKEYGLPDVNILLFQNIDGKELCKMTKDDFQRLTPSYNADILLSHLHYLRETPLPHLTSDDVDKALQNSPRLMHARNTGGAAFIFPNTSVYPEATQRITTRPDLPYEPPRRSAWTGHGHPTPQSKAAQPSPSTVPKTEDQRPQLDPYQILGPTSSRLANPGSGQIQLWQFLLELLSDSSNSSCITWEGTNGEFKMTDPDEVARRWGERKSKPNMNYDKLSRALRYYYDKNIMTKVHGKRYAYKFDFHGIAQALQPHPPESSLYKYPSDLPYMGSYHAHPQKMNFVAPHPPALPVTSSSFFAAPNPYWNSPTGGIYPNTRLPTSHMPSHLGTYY
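His-tagged ERG Ets domain (1 uM in the protein solution; 300mM KCl, 50mM Tris-HCl, 1mM EDTA, 1mM DTT, pH 7.5) received compound, then a probe mix of 5 nM fluorescein-DNA and 100nM Texas-615-DNA. Fluorescence polarization was read for both dyes.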
PGK inhibitor – qHTS Assay to Find Inhibitors of Phosphoglycerate Kinase; PGK/GAPDH coupled, Kinase-Glo luminescence, 60 min; 380,000 tested, 0.043% active; Phosphoglycerate kinase, glycosomal (Trypanosoma brucei brucei), P07378; Potency, µM (series often up to 57.5 µM), for the others: at the top dose activity change, negative = inhibition, hits mostly inhibitors; note: potency is the fitted concentration of half-maximal effect; % is set by controls: 0 for no effect and ±100 for the full control effect; nearly all actives have a fitted effect of over 60% in size
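Recombinant glycosomal PGK reaction used 1,3-bisphosphoglycerate generated in-well by GAPDH (100nM final) in 100mM TEA pH 7.6, 5mM MgCl2, 0.01% Tween-20. After 60 minutes at room temperature, ATP was read by Kinase-Glo Plus luminescence end-point.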
BAZ2B block – qHTS Assay for Inhibitors of BAZ2B | 360,000 tested, 4.4% active | Bromodomain adjacent to zinc finger domain protein 2B (Homo sapiens), Q9UIF8 | AlphaScreen BAZ2B-H3K14Ac peptide displacement | Potency, µM (highest dose often 114 µM), inactives show at the highest dose activity change, negative = inhibition, most hits filed as inhibitors; note: potency is the fitted concentration of half-maximal effect; % is set by controls: 0 for no effect and ±100 for the full control effect; nearly all actives have a fitted effect of over 60% in size
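In this displacement format the biotinylated H3(5-23) peptide acetylated at Lys14 serves as ligand at 50 nM, with BAZ2B at 50 nM in PBS pH 7.4 containing 0.01% Tween-20. Donor and acceptor beads are 10 ug/mL final.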
G9a inh – qHTS Assay for Inhibitors of Histone Lysine Methyltransferase G9a | G9a H3K9 monomethylation, AlphaScreen, 2 h | Potency, µM (doses to about 102 µM), for the others: top-dose activity, negative = inhibition, most hits filed as inhibitors | 350,000 tested, 8.8% active | AID 504332, 2011; note: potency is the fitted concentration of half-maximal effect; % is set by controls: 0 for no effect and ±100 for the full control effect; nearly all actives have a fitted effect of over 75% in size
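Readings reflect AlphaScreen signal from monomethyl-H3K9 antibody detection. HMT at 20 nM; substrate b-H3K9 500 nM; cofactor SAM 20 uM; 2 h RT reaction; compounds tested as titrations in qHTS with 15 min preincubation.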
PI4K2A inh – qHTS for small molecular inhibitors of PI4K2A. Phosphatidylinositol 4-kinase type 2-alpha (Homo sapiens), Q9BTU6. purified PI4K2A, ADP-Glo luminescence, 1 h; hits give low values. activity change, negative = inhibition, % at 76.9 µM. 420,000 tested, 0.13% active; in the data active = activity change below about -50%; inconclusive = mostly about -30% to -49%;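 note: -100% = wells without enzyme as full effect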
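Compounds are screened against recombinant PI4K2A using PI as substrate and ATP, the latter dispensed at 300 microM. Reactions run one hour at ambient temperature before ADP-Glo detection; full inhibition defined by wells lacking enzyme.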
HP1b chromo inh – HTS for Inhibitors of HP1-beta Chromodomain Interactions with Methylated Histone Tails. Chromobox protein homolog 1 (Homo sapiens), P83916. AlphaScreen HP1-beta / biotin-H3K9me3 peptide binding. Potency, µM (titrated, usually from 114 µM), inactives show at the top dose activity change, negative = inhibition, most hits filed as inhibitors. 390,000 tested, 0.56% active. AID 540317, 2011; note: potency is the fitted concentration of half-maximal effect; nearly all actives have a fitted effect of over 70% in size; inactives centre near 23
Target sequence (P83916 whole entry, looked up): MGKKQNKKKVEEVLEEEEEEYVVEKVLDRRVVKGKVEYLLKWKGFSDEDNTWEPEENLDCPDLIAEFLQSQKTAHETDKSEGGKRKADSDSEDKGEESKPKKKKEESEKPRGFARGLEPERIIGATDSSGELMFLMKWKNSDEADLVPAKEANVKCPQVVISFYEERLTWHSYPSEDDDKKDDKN
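AlphaScreen: HP1-beta (50 nM) preformed 30 min with biotin-H3(1-18)K9me3 peptide (50 nM) in PBS pH 7.4, 0.01% Tween-20. Compound added for 30 min at RT, then streptavidin donor/nickel chelate acceptor beads (10 ug/mL) for 30 min.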
GLS inhibitor – qHTS for Inhibitors of Glutaminase (GLS); GLS enzymatic activity, qHTS titration; Potency, µM (titrated, usually from 45.5 µM), without a hit: at the top dose activity change, negative = inhibition, usual class: inhibitors; 410,000 tested, 0.21% active; AID 624170, 2012; note: potency is the fitted concentration of half-maximal effect; % is set by controls: 0 for no effect and ±100 for the full control effect
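Coupled fluorescence readout: glutamate oxidase/HRP/Amplex Red detect glutamate formed by hKGA from L-glutamine (1 mM solution added). Buffer 45 mM KH2PO4 pH 8.2, 0.02% Tween-20; reads at t0 and 30 min RT.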
* = called active by the depositor; i = inactive; u = inconclusive; x = no result given; [ ] = remark or other dose. Unless noted, calls come from the whole dose curve; as a rule, active = well fitted curve in the direction sought with a large enough effect; inconclusive = small, poorly fitted or top-dose-only effect, or another doubt; inactive = no such curve, though single readings can be large; an effect the other way counts as inactive or inconclusive.

JMJD2A Tudor	Pin1 inh	ERG-DNA inh	PGK inhibitor	BAZ2B block	G9a inh	PI4K2A inh	HP1b chromo inh	GLS inhibitor	molecule
-11%	-1%	9%	7%	u	-29%	13	18%	13%	Nc1nc(Nc2ccccc2F)nc(N2CCOCC2)c1[N+](=O)[O-]
-8%	1%	-3%	0%	-8%	-37%[59 µM]	-4	16%	-13%	Cc1c(C=O)c(C=O)c(C)n1Cc1ccccc1
18%	-5%	3%	0%	0%	15%	-3	34%	5%	Cc1ccc(Sc2ncccc2NC(=O)c2ccccc2Cl)cc1
-5%	-5%	0%	1%	x	7%[59 µM]	-1	18%	18%	O=S1(=O)CCN2C(Cc3ccc(SC(F)F)cc3)=CSC2=N1
-19%	1%	-2%	i	-18%	2%	4	14%	5%	CCCC1=Nc2cc(C(=O)N3CCC(C(N)=O)CC3)ccc2Sc2ccccc21
-4%	0%	6%[15.4 µM]	0%	x	x	-2	37%	-9%	COc1cc(OC)c(C(=O)OCC(=O)NC23CC4CC(CC(C4)C2)C3)cc1OC
-3%	-13%	5%	0%	0%	102%[activator]	-1	17%	3%	CCOc1ccccc1NC(=O)NC1CCCc2ccccc21 (stereo unspecified)
u	-8%	39%[activator]	0%	u	u	-17	10%	1%	O=C1NC(c2cccc(Br)c2)=N/C1=C\c1ccco1
-9%	-1%	-1%	-6%	-24%	-29%[59 µM]	-3	54%[activator]	-3%	CCCC12CN3CC(CCC)(CN(C1)C3c1c(C)[nH]c(=O)[nH]c1=O)C2=O (stereo unspecified)
-14%	0%	2%	-8%	1%	-3%[59 µM]	-3	35%	12%	COCCOC(=O)C1=C(C)NC(=O)NC1c1cn(-c2ccccc2)nc1-c1ccccc1 (stereo unspecified)
-7%	6%	-5%	1%	5%	-30%	-1	35%[activator]	1%	CCCCOC(=O)c1ccc(NC(=O)C(=O)NCc2ccco2)cc1
22µM*	34%[activator]	-4%	1%	-37%	40µM*	8	u	u	CCN1CCN(CCNC(=O)c2ccc(/C=C3/Sc4ccccc4N(Cc4cccc(Cl)c4)C3=O)cc2)CC1
-13%[11.4 µM]	-7%	12%	0%	0%	43%[59 µM]	6	42%[activator]	-12%	COc1ccccc1/C=N/NC(=O)CNC(=O)c1ccccc1
18%	-1%	-4%	-4%	-1%	8%[59 µM]	-6	46%[activator]	17%	Brc1ccc(CNc2ccc3ncccc3c2)cc1
-1%	4%	5%	7%	-15%	32%	0	17%	6%	CCN1CCN(CC(=O)N2N=CCC2c2ccccc2)CC1 (stereo unspecified)
-2%	-7%	-13%	-6%	x	x	-2	25%	2%	C=CC[C@H](CC(=O)OC(C)(C)C)C(=O)OC[C@H]1CCCN1C(=O)[C@H](CC=C)CC(=O)NCCO
-17%	-1%	-2%	0%	-33%	10%[12.7 µM]	4	15%	-12%	COc1ccc(-c2ccc(SCC(=O)Nc3cc(C)on3)nn2)cc1OC
-5%	-1%	-4%	-7%	-4%	13%[12.7 µM]	-11	16%	11%	CCOc1ccc(N2C(=O)CC(N3CC(C)OC(C)C3)C2=O)cc1 (stereo unspecified)
-8%	-9%	-3%	6%	-2%	4%[59 µM]	0	21%[57 µM]	-12%	O=C(Cn1cnc2nc3c(cc2c1=O)CCCC3)N1CCN(c2ccccc2)CC1
-28%	-2%	0%	-3%	4%	u	21	12%	13%	CC(=O)Nc1sc(N)nc1-c1ccccc1
-15%	u	x	x	0%	0%	-1	26%	9%	CCC(CC)c1nc(NCCC(=O)O)c2ccccc2n1
u	25%	x	-1%	u	7.9µM*	2	4%	1%	COc1ccc(/C=C2/CC/C(=C\c3ccc(OC)c(OC)c3OC)C2=O)c(OC)c1OC
-5%	-4%	0%	-10%	-2%	2%[12.7 µM]	0	26%	11%	CCCc1nnc(NC(=O)c2cc3ccccc3oc2=O)s1
-25%[57.1 µM]	2%	9%	-9%	-4%	-1%[59 µM]	0	22%	0%	CC(CNS(=O)(=O)c1cc(Cl)ccc1Cl)CN(C)C (stereo unspecified)
-20%	2%	3%	2%	-1%	-1%[59 µM]	-6	9%	3%	Cc1ccc(NC(=O)c2cc(N3C(=O)C4CC=CCC4C3=O)ccc2N2CCOCC2)cc1Cl (stereo unspecified)
-20%	0%	0%	-3%	-16%	-33%[59 µM]	1	3%	18%	COc1ccc(Br)c(C(=O)Nc2cc3c(cc2N2CCCCC2)n(C)c(=O)c(=O)n3C)c1
9%	10%	-13%	x	4%	1%[59 µM]	3	51%[activator]	-11%	Cc1cccc(NC(=O)CSc2cc(C)c3ccccc3n2)c1
u	6%	10%	i	x	x	-2	3%	20%	COc1ccc(-c2csc(NC(=O)CN3C(=O)C4CC=CCC4C3=O)n2)cc1OC (stereo unspecified)
6%	-10%	-6%	-6%	4%	45µM*	-3	38%[activator]	1%	Cc1oncc1C(=O)NC(C)C
-16%	0%	0%	-9%	7%	2%[12.7 µM]	-1	24%	0%	CCOc1ccc(NC(=O)CN(C)C(=O)c2c(-c3ccccc3)noc2C)cc1OCC
-11%	-5%	-2%	2%	8%	x	2	9%	-1%	CCOC(=O)C1CCN(C(=O)c2ccc(OC3CCN(C(=O)CCOC)CC3)cc2)CC1
-19%	-11%	-1%	-4%	-26%	-34%	8	64%[activator]	-2%	CC(C)N(c1ccccc1)c1ccc(NC(=O)CCl)cc1
2%	5%	1%	-3%	-5%	0%[12.7 µM]	4	32%	4%	Cc1ccc2nc(CN3CCN(C(=O)Nc4ccc(C)c(F)c4)CC3)oc2c1
-8%	-2%	-10%	-6%	9%	2%[59 µM]	0	13%	-2%	O=C(Nc1cccc(F)c1)C1CCN(C(=O)c2ccc(Br)cc2)CC1
1%	6%	x	1%[11.5 µM]	12%	5%	-2	28%	3%	O=C(NCc1ccc2c(c1)OCO2)C1CCC(CNS(=O)(=O)c2ccc(Cl)cc2)CC1 (stereo unspecified)
-10%	10%	9%	i	6%	16%[12.7 µM]	-2	39%[activator]	-5%	CCO[C@H]1OC(C(=O)NC2CC2)=C[C@@H](C2CCCCC2)[C@@H]1CCCO
-6%	2%	6%	7%	-13%	-16%[12.7 µM]	2	24%	3%	O=C(CN1CCN(C(=O)CNC(=O)c2ccc(N3CCCC3=O)cc2)CC1)Nc1ccccc1Cl
-16%	1%	-5%	0%	-5%	8%	6	10%[57 µM]	-9%	O=C(CCn1cccn1)Nc1ccc(-c2ccno2)cc1
-29%	41%[activator]	-1%	-3%	-7%	u	-1	-7%[57 µM]	-11%	CCOc1ccc(S(=O)(=O)Nc2cccc(-c3ccc(OCC)nn3)c2)cc1
-25%	28%	1%	i	u	x	0	12%[57 µM]	24%	O=c1[nH]c(C2CCCN(S(=O)(=O)c3ccccc3Cl)C2)nc2c1nnn2Cc1ccc2c(c1)OCCO2 (stereo unspecified)
-8%	13%	-1%	3%	0%	-14%	-5	37%	7%	CC1=C(C(=O)N(C)C)C(c2ccc(N3CCOCC3)cc2)NC(=O)N1 (stereo unspecified)
-26%	13%	1%	-3%	5%	-47%[59 µM]	-12	44%	2%	CCOC(=O)c1cccc(NC(=O)COc2ccc3c(C)cc(=O)oc3c2)c1
1%	-10%	-7%	0%	-15%	45µM*	-3	53%[activator]	16%	O=CN1CCN(C(=S)NC(=O)c2ccc(Cl)cc2)CC1
-13%	-1%	-1%	-3%	-9%	-17%[59 µM]	1	39%[activator]	2%	CCCSc1nnc2n(-c3cccc(C)c3)c(=O)c3c4c(sc3n12)CCCC4
-14%	-4%	6%	-1%	3%	u	-4	7%	7%	COc1ccccc1CNC(=O)COC(=O)C1CCN(S(=O)(=O)c2ccc(C)c(C)c2)CC1
-3%	5%	4%	-6%	x	x	-1	15%	1%	CCN(C[C@H]1N[C@@](CC)(C(=O)OC)[C@H]2C(=O)N(C)C(=O)[C@@H]12)S(=O)(=O)c1ccc(C)cc1
-15%	3%	-23%	i	-4%	-12%[12.7 µM]	3	36%	1%	Cc1cc(C(=O)NCc2ccco2)cs1
11%	u	1%	x	1%	-17%[59 µM]	8	24%	-3%	CCCCCCCCC(=O)NC(NC(=S)N1CCOCC1)C(Cl)(Cl)Cl (stereo unspecified)
5%	1%	-2%	9%	-1%	x	1	25%[57 µM]	8%	O=C(NNC(=O)C12CC3CC(CC(Cl)(C3)C1)C2)c1csc(N2CCOCC2)n1

Part of the list above, showing only PGK inhibitor and G9a inh.
| mol | PGK inhibitor | G9a inh |
| --- | --- | --- |
| Cc1cc(C(=O)NCc2ccco2)cs1 | i | -12%[12.7 µM] |
| CCCCCCCCC(=O)NC(NC(=S)N1CCOCC1)C(Cl)(Cl)Cl (stereo unspecified) | x | -17%[59 µM] |

The order is random; overall some 11% were active at least once.
